# EPAC2 antag = antagonists of human EPAC2; EPAC2 GEF exchange of Rap1B-BODIPY-GDP, fluorescence; hit rate 0.18% among 360,000; Potency, µM (series often up to 114 µM), inactives show at the top dose activity, negative = inhibition, actives largely listed as inhibitors; Q8WZA2; note: % is set by controls: 0 for no effect and ±100 for the full control effect; nearly all actives have a fitted effect of over 45% in size; many of its hits are not listed in these tables
# Target sequence (Q8WZA2 whole entry, looked up): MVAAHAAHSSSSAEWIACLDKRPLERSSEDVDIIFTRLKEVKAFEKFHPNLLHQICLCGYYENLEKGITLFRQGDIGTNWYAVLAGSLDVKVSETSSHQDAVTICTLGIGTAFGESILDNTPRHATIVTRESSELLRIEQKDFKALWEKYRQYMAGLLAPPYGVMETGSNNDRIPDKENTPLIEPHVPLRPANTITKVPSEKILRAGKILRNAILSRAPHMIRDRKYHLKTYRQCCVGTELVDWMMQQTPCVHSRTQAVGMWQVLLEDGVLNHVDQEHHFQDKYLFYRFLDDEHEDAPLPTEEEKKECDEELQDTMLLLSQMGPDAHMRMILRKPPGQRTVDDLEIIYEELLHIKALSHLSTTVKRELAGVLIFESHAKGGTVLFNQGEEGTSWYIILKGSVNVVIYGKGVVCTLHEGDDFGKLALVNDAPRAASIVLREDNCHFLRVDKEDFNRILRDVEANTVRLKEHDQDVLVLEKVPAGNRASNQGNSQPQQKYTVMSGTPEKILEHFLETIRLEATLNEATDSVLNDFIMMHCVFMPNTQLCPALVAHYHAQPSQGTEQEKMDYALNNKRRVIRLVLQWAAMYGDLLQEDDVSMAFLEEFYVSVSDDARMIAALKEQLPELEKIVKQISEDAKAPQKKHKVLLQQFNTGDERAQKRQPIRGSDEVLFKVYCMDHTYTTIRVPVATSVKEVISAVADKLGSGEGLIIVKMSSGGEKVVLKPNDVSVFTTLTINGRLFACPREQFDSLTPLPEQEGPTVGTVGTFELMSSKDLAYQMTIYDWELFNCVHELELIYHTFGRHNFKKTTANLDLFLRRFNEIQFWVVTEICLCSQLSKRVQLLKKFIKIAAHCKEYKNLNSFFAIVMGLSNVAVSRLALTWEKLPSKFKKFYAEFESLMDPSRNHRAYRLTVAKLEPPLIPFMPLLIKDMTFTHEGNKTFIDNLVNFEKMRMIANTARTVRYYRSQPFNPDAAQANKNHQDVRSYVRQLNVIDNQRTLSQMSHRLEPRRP
# A549 viability = A549 cytotoxicity, counter-screen for Nrf2 inhibitors. Potency, µM (highest dose often 46 µM), for inactives: at the top dose activity change, negative = cytotoxicity, hits mostly inhibitors. hit rate 0.16% among 390,000. A549 ARE-Fluc cells, CellTiter-Fluor viability, 18-24 h. AID 504648; note: % is set by controls: 0 for no effect and ±100 for the full control effect
#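 A549 ARE_Fluc cells in 5% FBS OPTI-MEM were exposed to compounds in concentration-response for 18-24 h at 37 deg C. Viability was read by CellTiter-Fluor fluorescence (Ex 405/Em 525) after 30 min, before the luciferase read.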
# Nrf2 activator = activates Nrf2 signaling | hit rate 0.31% among 410,000 | Potency, µM (highest dose often 46.1 µM), for inactives: top-dose activation, hits mostly activators | AREc32 ARE-luciferase reporter (MCF7-derived line), luminescence, 24 h; note: % of control where 0% means no effect; nearly all actives have a fitted effect of over 65% in size
#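 Each well held 1000 AREc32 cells, which were incubated with compound for 24 hr at 37 deg C after overnight attachment, and ARE reporter activity was quantified by firefly luciferase luminescence.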
# S2 tox = cell viability loss in ATXN counter-screen | S2 cells (HEK-293 line with an ATXN2-luciferase reporter) viability, CellTiter-Fluor protease fluorescence, 24 h | Potency, µM (doses to about 56.7 µM), most hits filed as cytotoxic | hit rate 0.49% among 400,000 | AID 651635; note: nearly all actives have a fitted effect of over 40% in size
# MCF10A rereplic = induces DNA re-replication in MCF 10a normal breast cells | MCF 10A DNA re-replication, Hoechst nuclear intensity, 48 h | Potency, µM (doses to about 46.1 µM), for inactives: at the highest dose activity, positive = re-replication, most hits filed as activators | hit rate 2.9% among 350,000 | AID 624296; note: % of control where 0% means no effect; nearly all actives have a fitted effect of over 50% in size
# ATXN2 expr inh = inhibitors of ATXN2 expression | HEK-293 ATXN2-luciferase reporter, luminescence, 24 h | Potency, µM (top dose mostly 57 µM), for inactives: at the highest dose activity change, negative = inhibition, usual class: inhibitors | hit rate 0.72% among 360,000; note: % is set by controls: 0 for no effect and ±100 for the full control effect; nearly all actives have a fitted effect of over 55% in size
#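 qHTS (up to 57 uM final) was run with 24 h compound exposure of reporter cells at 37 °C. Each well was multiplexed: SteadyGlo luminescence measured ATXN2-luciferase expression after a fluorogenic Gly-Phe-AFC viability readout (25 uM final).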
# Nrf2 inh = blocks Nrf2 signaling. A549 ARE-Fluc reporter, luciferase luminescence, 18-24 h. Potency, µM (series often up to 46 µM), for inactives: at the highest dose activity change, negative = inhibition, most hits filed as inhibitors. hit rate 2.1% among 360,000; note: % is set by controls: 0 for no effect and ±100 for the full control effect; nearly all actives have a fitted effect of over 60% in size
#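 Nrf2 function is reported as luminescence of an ARE-controlled luciferase in A549 cells. Compounds were tested at several concentrations, and a CellTiter-Fluor read on the same wells flagged cytotoxicity.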
# HepG2 viability = counter-screen for TGF-b inhibitors: cytotoxicity in HepG2 cells. AID 588856. hit rate 0.76% among 410,000. HepG2 CAGA-GFP viability, ATP luminescence, 18 h. Potency, µM (highest dose often 46.1 µM), without a hit: top-dose activity change, negative = cytotoxicity, usual class: cytotoxic; note: some results filed as inactive show a strong effect at the top dose
#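 CellTiter-Glo luminescence gave cytotoxicity after 18 hours at 37 degrees C. The cells were HepG2 CAGA-GFP in 1% FBS DMEM, stimulated with 500 pg/mL TGF-beta after compound addition. %Activity was normalised to no-cell wells (complete cell-killing) and DMSO (no toxicity), and curves were fitted and classified.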
# TGFb inhibitor = TGF-b pathway inhibition. HepG2 CAGA-GFP TGF-b/SMAD3 reporter, GFP fluorescence, 18 h; TGF-beta stimulated, 500 pg/mL final. Potency, µM (titrated, usually from 46.1 µM), without a hit: at the top dose activity, negative = inhibition, hits mostly inhibitors. hit rate 1.2% among 410,000. AID 588855; note: % is set by controls: 0 for no effect and ±100 for the full control effect; nearly all actives have a fitted effect of over 65% in size
#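 Inhibition was scored as loss of TGF-beta-induced (500 pg/mL final, 18 hours, 37 degrees C) GFP in HEPG2 cells carrying a CAGA-GFP reporter, in DMEM with 1% FBS. Well GFP was summed per cell; Activity was normalised to unstimulated and stimulated DMSO wells, then concentration-response fitting.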
# * hit, by the source's call; i = inactive; ? = inconclusive; · = no result given; & = joins results of further samples; [ ] = remark or other dose. Calls come from the whole dose curve; as a rule, active = well fitted curve in the direction sought with a large enough effect; inconclusive = small, poorly fitted or top-dose-only effect, or another doubt; inactive = no such curve, though single readings can be large; an effect the other way counts as inactive or inconclusive. Potency is the fitted concentration of half-maximal effect. These rows are one share of the data (hit frequency here may not be typical).
SMILES,EPAC2 antag,A549 viability,Nrf2 activator,S2 tox,MCF10A rereplic,ATXN2 expr inh,Nrf2 inh,HepG2 viability,TGFb inhibitor
COc1cc(OC)c2c(-c3ccccc3)cc(=O)oc2c1C(CC(=O)N1CCN(c2ccccc2)CC1)c1ccc(N(C)C)cc1 (configuration not stated),-6%,-8%&-10%,-0.7%,i,3%,-6%,-13%&-2%,-26%&8%,-8%&-5%
O=C(NCCOc1ccccc1Cl)C(=O)NCCOc1ccccc1Cl,5%,5%,-0.3%,i,-13%,1%,?,2%,-11%
O=C(N1CCOCC1)n1nnc2ccccc21,4%,·,-0.6%,?,8%,-33%,-9%,-23%,9%
COc1cc(N2C(=O)NC3CC2(C)Oc2ccccc23)cc(OC)c1OC (configuration not stated),8%,-2%,0.0%,i,-4%,4%,·,9%,13%
CCOC(=O)N1CCN(S(=O)(=O)c2cc(Cl)c(OC)cc2Cl)CC1,-2%,-1%,0.2%,i,-18%,-3%,-11%,-27%,0%
Cc1cccc(C(=O)C2CCOC(C)(C)C2)c1 (configuration not stated),6%,-7%,2.6%,i,6%,·,-22%,23%,33%[activator]
O=C(Nc1nnc(C2CCCCC2)s1)c1ccc(Br)s1,1%,-1%,-0.7%,i,-1%,58%[activator],·,-10%,7%
CCCCCCCCCCCC(=O)NC(C(=O)OCC)C(O)c1cccc([N+](=O)[O-])c1 (configuration not stated),-8%,-3%,-0.3%,i,?,-19%,-12%,-72%,?
O=C(O)c1cc2n(n1)CCN(Cc1ccccc1Cl)C2=O,6%,2%,-0.3%,i,0%,11%,-16%,4%,10%
COc1cccc(CNC(=O)C(Cc2ccccc2)NS(=O)(=O)c2ccc3c(c2)oc(=O)n3C)c1 (configuration not stated),·,-1%,0.7%,i,·,6%,-3%,-13%,0%
COc1cc(NC(=O)c2cc3c(Cl)nc4ccccc4c3s2)cc(OC)c1OC,3%,0%,-0.6%,?,?,0%,-24%,12%,4%
CC(=O)c1ccc(N2CCN(C(=O)c3nn(Cc4ccccc4)c(=O)c4ccccc34)CC2)cc1,9%,-13%,6.1%,?,?,-16%[2.22 µM],?,-29%,4%
CCOc1c(Br)cc(CNC2CCCCCCC2)cc1OC,-7%,?,-2.0%,?,10µM*,·,?,11µM*,?
Cc1cccc(CNC(=O)c2ccc3c(c2)c(C)c(C)n3Cc2ccccc2)c1,·,11%,1.4%,·,·,·,?,-32%,16%
O=C(CN1C(=O)CSc2ccc(S(=O)(=O)N3CCCC3)cc21)Nc1cccc(Cl)c1,·,-7%,5.2%,·,·,·,?,-18%,-3%
CCCCN(C(=O)C1CCCO1)c1c(N)n(CCC)c(=O)[nH]c1=O (configuration not stated),2%,0%,-0.4%,?,0%,2%,-1%,1%,2%
O=C(Cn1nnc(-c2ccc([N+](=O)[O-])cc2)n1)NNC(=O)c1ccccc1,8%,0%,-0.2%,i,-3%,-7%,-14%,1%,-21%
CC1CCN(c2nc3ccc(C(=O)N4CCN(c5ccccc5)CC4)cc3s2)CC1,·,-1%,3.2%,i,·,22%,?,-2%,-19%
COC(=O)c1ccc(NC(=O)CS(=O)(=O)c2ccccc2)cc1,7%,-6%,0.0%,·,2%,·,7%,3%,2%
Cc1ccc(-c2noc(-c3cccnc3NCc3ccc(Cl)cc3)n2)cc1,·,0%,0.1%,i,·,56%[activator],-29%,7%,-3%
CC1CCN(C(=O)c2[nH]cnc2C(=O)N[C@@H](C)c2ccccc2)CC1,2%,5%,-0.2%,i,-7%,-3%,-7%,-22%,9%
CCc1nc2nc(C)cc(Nc3ccc(OC)cc3OC)n2n1,·,-14%,2.6%,i,·,4%,2%,-5%,2%
Cc1ccc(-n2c3c(cc(C(=O)NCc4ccco4)c2=O)C(=O)CCC3)cc1,5%,-11%,-0.8%,i,16%,·,1%,-29%,?
NC(=S)N/N=C\c1c2ccccc2cc2ccccc12,1%,-20%,21%,?,?,?,?,-53%,-12%
Cc1ccc(S(=O)(=O)Nc2c(C)nc3nc(C)[nH]n3c2=O)c(C)c1,13%,-1%&9%,-0.2%&-0.3%,i,-22%,-4%&11%,0%&4%,0%&-7%,17%&-4%
SMILES,EPAC2 antag,A549 viability,Nrf2 activator,S2 tox,MCF10A rereplic,ATXN2 expr inh,Nrf2 inh,HepG2 viability,TGFb inhibitor
Cc1ccc(Nc2nc(C)cc(C)n2)c(Br)c1,6%[57.1 µM],-5%,-0.3%,i,14%,-7%,5%,-36%,-3%
Cc1ccc(CNC(=O)CCS(=O)(=O)c2ccc(Br)s2)o1,4%,-3%,2.7%,i,2%,11%,·,0%,15%
CCOc1ccc(C2C(C(=O)c3cccs3)=C(O)C(=O)N2CCCn2ccnc2)cc1 (configuration not stated),2%,0%,0.1%,i,-6%,9%,11%,2%,-4%
C=CCOC(=O)C1=C(C)N=C2SCCC(=O)N2C1/C=C/c1ccccc1OC (configuration not stated),-15%,-9%,0.3%,i,-7%,·,?,29%,10%
CCN1CCN(C(=O)C2=C(C(=O)O)CCCC2)CC1,1%,5%,0.3%,i,?,3%,·,-11%,8%
CCOc1ccc(NC(=O)CN(C)C(=O)c2c(-c3c(F)cccc3Cl)noc2C)cc1OCC,-5%,8%,0.2%,i,-2%,1%,3%,-24%,-7%
CCOC(=O)c1c(NC(=O)c2ccccc2Br)sc2c1CCc1ccccc1-2,-5%,2%,-0.4%,i,?,-5%,-6%,-6%,20%
OC(CNCc1ccccc1F)(c1ccc(F)cc1)c1ccc(F)cc1,-12%,0%,5.0%,i,-5%,-11%[11.3 µM],5%,7%,0%
COc1ccc(N(CC(=O)NCC2CCCO2)S(=O)(=O)c2c(C)noc2C)cc1 (configuration not stated),9%,2%,-0.6%,i,7%,3%,14%,-3%,0%
Cc1cccc(Cn2c(C)nc3c(N)c(C)c(C)cc32)c1,?,-14%,-0.2%,?,2%,?,-21%,0%,14%
Cc1ccsc1/C=N/Nc1ccc(F)cc1F,-5%,-1%,12%,i,?,34%,?,-1%,-1%
COc1cc(CNc2cc(C)ccc2C)cc(OC)c1OC,-1%,0%,-0.1%,i,16%,-4%,-19%,1%,4%
O=C(COC(=O)CN1C(=O)c2ccccc2C1=O)Nc1cccc(F)c1,-1%,-4%,0.4%,i,0%,8%,-2%,1%,12%
Cc1nc2nc(SCc3ccccc3)[nH]n2c(=O)c1C,1%,-6%,0.0%,i,-10%,·,2%,-2%,22%
CC(C)C(=O)Nc1cccc(C(=O)Nc2cc([N+](=O)[O-])ccc2F)c1,1%[57.1 µM],-5%,3.8%,?,1%,·,?,-5%,0%
Cc1ccc2[nH]c(C)c(/C=C/c3cc[n+](C)cc3)c2c1,43%[activator],-21%,6.9%,?,47%,?,?,-10%,110%[activator]
COC(=O)c1cccc(NC(=O)c2cc(OC)c(OC)c(OC)c2Br)c1,-5%,2%,3.6%,i,5%,-12%[11.3 µM],26%,16%,-6%
C=CCN1C(=O)S/C(=C\c2ccc3c(c2)n(C)c(=O)n3C)C1=O,-1%,-3%,2.7%,i,3%,42%[activator],-5%,-3%,7%
COc1ccc(/C=N/NC(=O)c2ccc(Cl)cc2Cl)cc1COC(C)=O,-9%,-13%,0.2%,i,?,-11%,13%,0%,-15%
O=C(NCCCn1ccnc1)c1ccc(Br)cc1,0%,7%,0.2%,i,1%,-14%,-8%,-37%,-3%
C[C@H]1CN([C@@H](C)CO)C(=O)c2cccc(NC(=O)C3CC3)c2O[C@H]1CN(C)S(=O)(=O)c1ccccc1,?,-2%,-0.2%,i,4%,2%,-13%,-4%,17%
COc1ccc(-c2cn(CCO)c(CCN)n2)cc1,12%,0%,-1.0%,i,2%,11%,9%,3%,4%
COC1CCCCC1Nc1cc(C)ccc1C (configuration not stated),18%,9%,-0.6%,i,?,-1%,10%,11%,6%
O=C(CSc1nnc(-c2ccccc2)c(-c2ccccc2)n1)NC1CCCC1,·,-14%,0.3%,·,·,·,-1%,-12%,-21%
CCN(C(=O)COC(=O)c1nccnc1N)c1cccc2ccccc12,-4%,-8%,0.0%,i,1%,4%,-2%,2%,18%

# Some entries already given with just ATXN2 expr inh, HepG2 viability and Nrf2 inh:
canonical_smiles | ATXN2 expr inh | HepG2 viability | Nrf2 inh
COc1cccc(CNC(=O)C(Cc2ccccc2)NS(=O)(=O)c2ccc3c(c2)oc(=O)n3C)c1 (configuration not stated) | 6% | -13% | -3%
CC(C)C(=O)Nc1cccc(C(=O)Nc2cc([N+](=O)[O-])ccc2F)c1 | · | -5% | ?

# Continued.
SMILES,EPAC2 antag,A549 viability,Nrf2 activator,S2 tox,MCF10A rereplic,ATXN2 expr inh,Nrf2 inh,HepG2 viability,TGFb inhibitor
O=C(NCCNCCO)c1c(O)c2cccc3c2n(c1=O)CCC3,4%,-4%,2.4%,i,9%,?,2%,2%,24%
CCC(=O)Nc1cccc(C2=NOC3(C2)C[C@@H](C(N)=O)N(C(=O)CC(c2ccccc2)c2ccccc2)C3)c1 (some centres not stated),-12%,1%,1.0%,i,-9%,3%,10%,-9%,0%
Cc1ccc(-n2ncc3c(NCCc4ccccc4)ncnc32)cc1C,·,6%,1.2%,?,·,1%,·,-58%,?
COc1cc(NC(=O)c2cccnc2)ccc1NC(=O)c1ccccc1Cl,2%,3%,-0.8%,i,-8%,-1%,?,-17%,11%
O=C(Cn1c(=O)n(-c2ccccc2)c(=O)c2oc3ccccc3c21)Nc1ccccc1,11%,-21%,-0.4%,i,?,6%,-2%,5%,7%
CCOCCCNC(=O)C(NC(=O)c1ccccc1O)c1ccc(Cl)cc1 (configuration not stated),15%,11%,-0.2%,i,-9%,-4%,-17%,-8%,?
Cc1cc(C)nc(OC(=O)c2c(Cl)cc(Cl)cc2Cl)n1,-21%,-7%,?,i,?,-18%,-1%,-3%,-1%
O=C(CCN1CCN(c2ccc(Cl)cc2)CC1)Nc1nccs1,13%,0%,2.9%,i,2%,31%,?,3%,-5%

# Screening data as filed in PubChem BioAssay.
